From PubChem
NCF1 inh: inhibitors of human p47phox binding; p47phox/p22phox peptide binding, fluorescence polarization, 2 h; inhibition, % at 24.7 µM; actives 0.53% (n = 220,000); AID 1274;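 active = inhibition above about 30%, limit read from the data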;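 also: 0% = p47phox with labelled peptide and 100% = labelled peptide alone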
Target sequence (P14598 whole entry, looked up): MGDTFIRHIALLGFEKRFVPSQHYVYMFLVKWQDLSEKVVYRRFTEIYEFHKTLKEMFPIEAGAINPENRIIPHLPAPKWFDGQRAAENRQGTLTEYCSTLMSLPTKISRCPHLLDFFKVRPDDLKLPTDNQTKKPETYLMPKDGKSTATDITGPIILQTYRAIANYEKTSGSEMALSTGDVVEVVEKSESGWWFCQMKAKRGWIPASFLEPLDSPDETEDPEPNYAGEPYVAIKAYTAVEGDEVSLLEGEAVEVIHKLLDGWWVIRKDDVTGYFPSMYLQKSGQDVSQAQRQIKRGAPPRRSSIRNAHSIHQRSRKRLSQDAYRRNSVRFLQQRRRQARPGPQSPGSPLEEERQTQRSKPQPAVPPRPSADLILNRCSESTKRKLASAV
CHOP inhibitor: CHOP inhibition in unfolded protein response; CHO-K1 CHOP-promoter luciferase, tunicamycin-induced, 15-18 h; inhibition, % at 10 µM; actives 3.8% (n = 220,000); AID 2732;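 active = compounds that reduced the stress-induced luciferase reporter signal by more than about 70% of percent inhibition, limit read from the data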;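 also: 0% = tunicamycin plus vehicle and 100% = wells without tunicamycin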
BaF3 parental: parental Ba/F3 viability inhibition as JAK2V617F counter-screen; CellTiter-Glo ATP luminescence; inhibition, % at 5.6 µM; actives 1.1% (n = 220,000); AID 1486;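 active = inhibition above a per-campaign cutoff, the mean inhibition of all tested compounds plus 3 SD, cut at about 27% in these data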;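 also: 0% = DMSO wells and 100% = JAK Inhibitor I control wells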
S1P4 ag: agonists of human S1P4 receptor. O95977. S1P4-expressing cell line, agonist reporter assay. actives 0.35% (n = 220,000). activation, % at 4.98 µM. AID 1509; in the data active = activation above about 11%;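 also: 0% = DMSO vehicle and 100% = reference agonist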
NPY-Y2 PAM-ag: potentiates or activates human NPY-Y2 receptor. actives 0.45% (n = 220,000). cells expressing NPY-Y2, potentiator/agonist read-out. AID 1359. activation, % at 3.6 µM; in the data active = activation above about 27%;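 also: cells stimulated with NPY near EC25 plus isoproterenol at EC100; 0% = vehicle plus submaximal agonist and 100% = vehicle plus saturating agonist; some results beyond the cut were filed as inactive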
NPY-Y1 PAM-ag: human NPY-Y1 potentiation or agonism, primary screen | P25929 | activation, % at 3.6 µM | actives 0.37% (n = 220,000) | NPY-Y1 expressing cells, potentiator/agonist activation | AID 1304; in the data active = activation above about 33%, passing the limit was not always enough;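 also: cells stimulated with NPY at EC10 then isoproterenol at EC100; 0% = low agonist plus stimulus and 100% = saturating agonist plus stimulus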
Target sequence (P25929 whole entry, looked up): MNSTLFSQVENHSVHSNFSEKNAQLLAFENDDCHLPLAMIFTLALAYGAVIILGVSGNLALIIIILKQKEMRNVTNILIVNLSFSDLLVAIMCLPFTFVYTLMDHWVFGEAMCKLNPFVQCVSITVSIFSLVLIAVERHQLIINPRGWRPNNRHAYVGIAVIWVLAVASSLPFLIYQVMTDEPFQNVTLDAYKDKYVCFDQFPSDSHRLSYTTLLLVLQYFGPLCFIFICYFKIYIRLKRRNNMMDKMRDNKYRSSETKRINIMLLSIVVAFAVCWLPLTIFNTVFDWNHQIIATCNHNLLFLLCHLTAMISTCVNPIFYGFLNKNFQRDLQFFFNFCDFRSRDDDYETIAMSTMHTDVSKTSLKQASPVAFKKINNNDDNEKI
NPY Y1 blocker: antagonists of human neuropeptide Y receptor Y1. P25929. HEK293-CNG Y1 cells, membrane potential fluorescence; NPY at EC95, then isoproterenol. inhibition, % at 3.6 µM. actives 1% (n = 200,000);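 active = inhibition above the campaign mean inhibition of all tested compounds plus 3 SD, cut at about 20% in these data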;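 also: 0% = DMSO wells given NPY plus isoproterenol and 100% = isoproterenol alone without NPY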
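Test system: HEK293 cells co-expressing NPY Y1 receptor and cyclic-nucleotide gated channel; Also added: NPY (25 nM), isoproterenol (1 µM), Ro 20-1724 (25 µM); Compound dosing: one concentration, 3.6 µM, in 0.4% DMSO; Timing: dye 3 h, compound 60 min room temperature, stimulation 45 min; Technique: Membrane-potential fluorescent dye readout.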
S1P4 antag: antagonists of human S1P4 receptor. S1P4-expressing cells, antagonist mode, reporter read-out. inhibition, % at 4.98 µM. actives 0.26% (n = 220,000). O95977; in the data active = inhibition above about 29%;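 also: 0% = wells stimulated with agonist and 100% = vehicle wells without agonist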
Ba/F3 V617F tox: loss of viability in JAK2V617F-driven Ba/F3 cells | Ba/F3 EpoR-JAK2V617F viability, ATP luminescence | AID 1446 | inhibition, % at 5.6 µM | actives 1.1% (n = 220,000);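 active = inhibition above the campaign mean plus 3 SD over all tested compounds, cut at about 24% in these data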;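 also: cytokine-independent growth of Ba/F3 cells driven by EpoR plus mutant JAK2; 0% = DMSO-treated cells and 100% = JAK inhibitor I control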
Active calls of the source: *; / = not tested or not shown. Not a hit list. Share with any hit: about 7.1%.

SMILES	NCF1 inh	CHOP inhibitor	BaF3 parental	S1P4 ag	NPY-Y2 PAM-ag	NPY-Y1 PAM-ag	NPY Y1 blocker	S1P4 antag	Ba/F3 V617F tox
COc1cc(CC(=O)Nc2cc(S(C)(=O)=O)ccc2Cl)cc(OC)c1OC	-6	10	5	0.7	-1	10	7	4	-1
O=C(NNC1=NS(=O)(=O)c2ccccc21)c1ccc(Cl)cc1	1	-8	1	1.5	2	10	0	7	-4
COc1ccc(C(=O)NCCn2ccc3ccccc32)cc1OC	-6	2	6	0.7	2	-13	0	5	5
C(=C\CSc1nnnn1-c1ccccc1)/CSc1nnnn1-c1ccccc1	-15	43	7	0.7	8	-4	18	-6	4
Cc1sc2nc[nH]c(=S)c2c1-c1ccccc1	2	-1	9	0.6	-1	-18	4	-14	2
N#CCCN1CCN(S(=O)(=O)c2ccc(S(=O)(=O)N3CCCC3)cc2)CC1	-6	23	0	-1.7	13	8	-3	1	-5
O=C(c1cccc(C(=O)N2CCN(c3ccccc3)CC2)c1)N1CCN(c2ccccc2)CC1	-8	39	6	-0.4	3	-15	5	3	1
CC1CCCCN1C(=O)CSc1nnc(-c2ccco2)n1CC1CCCO1 (stereo not given)	-74	-15	2	1.6	-7	-11	4	-11	-3
O=C(NCc1nc(-c2ccccc2)no1)c1ccc(Br)o1	-11	4	5	-1.0	-21	-25	10	-8	-2
O=c1c2c3c(sc2ncn1/N=C/c1ccco1)CCCC3	1	-9	2	0.4	19	-5	-3	-6	-4
CCOc1ccc(C(=O)c2ccccc2C(=O)O)cc1OCC	-13	-2	8	0.7	0	-5	-2	-1	2
NS(=O)(=O)c1cccc(NS(=O)(=O)c2ccc(/C=C/C(=O)O)cc2)c1	-15	8	-2	0.0	8	15	/	3	-3
CCOc1cc(C)c(Cl)cc1S(=O)(=O)N(C)C	-7	39	6	0.7	1	12	7	-3	-1
CCOC(=O)Cc1c(C)nc2c(-c3ccc(Cl)cc3)c[nH]n2c1=O	-4	13	6	-0.5	-5	-25	5	-9	0
CCCC(c1nnnn1C1CCCC1)N1CCN(c2ccccc2F)CC1 (stereo not given)	-5	19	1	1.1	-17	-3	14	-8	-1
O=C1c2cccc3cccc(c23)C(=O)N1CCc1ccccc1	-17	-25	6	-1.0	-4	-15	14	-4	1
COc1cccc(OCc2ccc(C(=O)NCC3CCCO3)cc2)c1 (stereo not given)	-4	-16	6	0.7	10	8	7	4	1
COCCN(C(=O)c1csnn1)C(C(=O)NC1CCCCC1)c1sccc1C (stereo not given)	-7	8	8	1.7	-7	-18	7	-6	3
Clc1nnc(NN=C2CCCC2)c2ccccc12	-6	3	0	1.6	4	-16	-3	5	1
C=CCN(CC=C)S(=O)(=O)c1ccc(NC(=S)NC(=O)Cc2ccc(OC)cc2)cc1	-19	62	7	0.8	-12	-10	17	7	0
Cc1ccc(NC2OC(CO)C(O)C2O)cc1[N+](=O)[O-] (stereo not given)	-1	24	6	0.1	-24	-11	3	-7	6
CC(C)(C)NS(=O)(=O)c1ccc(NC(=O)Cc2ccccc2[N+](=O)[O-])cc1	-16	30	5	0.5	-5	15	1	-3	-3
CCSc1ncc(Cl)c(C(=O)Nc2ccccc2)n1	7	33	3	1.6	-3	4	3	-12	3
O=C1CC(c2nc3ccccc3[nH]2)CN1c1cccc(C(F)(F)F)c1 (stereo not given)	-4	14	7	0.3	-6	-1	-4	8	-1
CCC(=O)N1CCN(c2ccccc2NC(=O)Cc2ccccc2)CC1	-14	7	1	-0.6	-17	-17	24*	-34	-3
COc1ccc(Cc2nnc(NC(=O)Cc3cccs3)s2)cc1OC	-46	11	1	-1.7	14	-10	-6	-7	-2
NS(=O)(=O)c1cccc(NC(=O)CCSc2ccccc2Cl)c1	-3	4	0	0.8	11	0	-3	-4	-9
COc1ccc(C(=O)NCCCc2nc3ccccc3n2Cc2cc(C)ccc2C)cc1OC	-9	34	0	-1.4	2	-6	2	-11	-3
CSc1ncccc1C(=O)OCn1nnc2ccccc2c1=O	-6	-19	-4	-2.0	10	-2	-5	-11	-6
CC1=C(C)CC2C(=O)N(Cc3ccccc3)C(=O)C2C1 (stereo not given)	0	24	5	-0.5	-3	-5	1	12	1

Given with two lines to a compound: 17 of the compounds above
Values run as follows: NCF1 inh, CHOP inhibitor, BaF3 parental, S1P4 ag, NPY-Y2 PAM-ag, NPY-Y1 PAM-ag, NPY Y1 blocker, S1P4 antag, Ba/F3 V617F tox
CCOC(=O)Cc1c(C)nc2c(-c3ccc(Cl)cc3)c[nH]n2c1=O
→ -4, 13, 6, -0.5, -5, -25, 5, -9, 0
CCCC(c1nnnn1C1CCCC1)N1CCN(c2ccccc2F)CC1 (stereo not given)
→ -5, 19, 1, 1.1, -17, -3, 14, -8, -1
O=C1c2cccc3cccc(c23)C(=O)N1CCc1ccccc1
→ -17, -25, 6, -1.0, -4, -15, 14, -4, 1
COc1cccc(OCc2ccc(C(=O)NCC3CCCO3)cc2)c1 (stereo not given)
→ -4, -16, 6, 0.7, 10, 8, 7, 4, 1
COCCN(C(=O)c1csnn1)C(C(=O)NC1CCCCC1)c1sccc1C (stereo not given)
→ -7, 8, 8, 1.7, -7, -18, 7, -6, 3
Clc1nnc(NN=C2CCCC2)c2ccccc12
→ -6, 3, 0, 1.6, 4, -16, -3, 5, 1
C=CCN(CC=C)S(=O)(=O)c1ccc(NC(=S)NC(=O)Cc2ccc(OC)cc2)cc1
→ -19, 62, 7, 0.8, -12, -10, 17, 7, 0
Cc1ccc(NC2OC(CO)C(O)C2O)cc1[N+](=O)[O-] (stereo not given)
→ -1, 24, 6, 0.1, -24, -11, 3, -7, 6
CC(C)(C)NS(=O)(=O)c1ccc(NC(=O)Cc2ccccc2[N+](=O)[O-])cc1
→ -16, 30, 5, 0.5, -5, 15, 1, -3, -3
CCSc1ncc(Cl)c(C(=O)Nc2ccccc2)n1
→ 7, 33, 3, 1.6, -3, 4, 3, -12, 3
O=C1CC(c2nc3ccccc3[nH]2)CN1c1cccc(C(F)(F)F)c1 (stereo not given)
→ -4, 14, 7, 0.3, -6, -1, -4, 8, -1
CCC(=O)N1CCN(c2ccccc2NC(=O)Cc2ccccc2)CC1
→ -14, 7, 1, -0.6, -17, -17, 24*, -34, -3
COc1ccc(Cc2nnc(NC(=O)Cc3cccs3)s2)cc1OC
→ -46, 11, 1, -1.7, 14, -10, -6, -7, -2
NS(=O)(=O)c1cccc(NC(=O)CCSc2ccccc2Cl)c1
→ -3, 4, 0, 0.8, 11, 0, -3, -4, -9
COc1ccc(C(=O)NCCCc2nc3ccccc3n2Cc2cc(C)ccc2C)cc1OC
→ -9, 34, 0, -1.4, 2, -6, 2, -11, -3
CSc1ncccc1C(=O)OCn1nnc2ccccc2c1=O
→ -6, -19, -4, -2.0, 10, -2, -5, -11, -6
CC1=C(C)CC2C(=O)N(Cc3ccccc3)C(=O)C2C1 (stereo not given)
→ 0, 24, 5, -0.5, -3, -5, 1, 12, 1

Additional results follow:
SMILES	NCF1 inh	CHOP inhibitor	BaF3 parental	S1P4 ag	NPY-Y2 PAM-ag	NPY-Y1 PAM-ag	NPY Y1 blocker	S1P4 antag	Ba/F3 V617F tox
COc1ccc(-n2c(Cc3cccn3C)nnc2SCC(=O)N2CCOCC2)cc1	-6	-1	5	0.1	22	-2	-1	1	-3
COc1ccc(-c2nc(-c3ccc(Br)cc3)no2)c(OC)c1	-14	17	-1	0.4	-1	-13	2	-11	-2
COCc1n[nH]c(=S)n1-c1ccccc1	-5	-7	3	-1.1	-2	-18	1	11	-2
O=C(CSc1nnc(-c2ccncc2)o1)Oc1ccccc1	-5	5	3	1.9	10	-5	7	2	-4
COC(=O)c1cn(NC(=O)CC2CCCCC2)c(=O)c2ccccc12	-10	72*	2	0.8	16	-5	3	6	-4
O=C(N/C(=C/C=C/c1ccccc1)C(=O)N1CCOCC1)c1ccccc1Cl	0	24	6	1.0	-9	5	2	-23	-1
CC1CCc2nc(NC(=O)c3ccco3)sc2C1 (stereo not given)	-7	71*	4	-0.8	3	2	-2	-14	1
CCN(CC)S(=O)(=O)c1cc(-c2nn(C)c(=O)c3ccccc23)ccc1C	-3	-9	7	2.5	2	5	8	-22	-1
COCCCn1c(Cc2ccccc2)nnc1SCC(=O)N1CCCCC1	-3	-6	6	1.9	15	8	3	-2	-1
Cc1occc1-c1nnc(SCC(=O)NC(C)(C)C)n1C(C)c1ccccc1 (stereo not given)	-26	42	3	-1.1	5	5	1	3	-3
Nc1nc(N2CCN(c3ccccc3)CC2)n[nH]1	-2	13	3	2.4	11	6	1	-4	-2
CC12CCC(c3c(C(=O)O)nn(-c4ccccc4)c31)C2(C)C (stereo not given)	-3	8	1	-0.7	-5	-6	-2	-8	-2
Cc1ccc(N2C(=O)/C(=C/c3ccco3)SC2=S)cc1	-15	46	7	3.0	8	-8	3	-13	0
Cc1occc1C(=O)NNC(=O)C1CCCC1	-6	11	6	-1.6	-16	0	2	-24	0
CCN1CCCC1CNC(=O)Cn1cc2c(n1)CCC(C)C2 (stereo not given)	-46	20	8	-0.1	-5	-7	2	-14	-2
C#CCn1c(=NC(=O)c2sc3ccccc3c2Cl)sc2cc(S(N)(=O)=O)ccc21	-46	-69	8	0.9	-18	-41	2	1	3
COc1ccccc1NC(=S)N(Cc1ccc(Cl)cc1)CC1CCC(C(=O)O)CC1 (stereo not given)	-11	-3	8	0.3	0	-14	6	-9	4
CC(=O)N1CCc2cc(S(=O)(=O)NCCC(=O)NC3CCCc4ccccc43)ccc21 (stereo not given)	-15	50	5	-0.3	-9	7	4	4	7
CCOc1cc(N2CCOCC2)c(OCC)cc1NC(=O)C1CCCC1	-10	0	3	1.6	4	4	3	-15	-5
CCOC(=O)C1(CCCc2ccccc2)CCN(CCCn2cccn2)CC1	3	21	4	4.5	-13	2	9	-28	0
O=C(NCCCN1CCCC1=O)c1cccnc1	3	15	4	0.3	9	-18	-1	1	0
Cc1ccccc1C(=O)NNC(=S)NC(=O)c1ccccc1	-12	17	4	1.1	-11	9	0	-13	0
Cc1ccc(Nc2nc3ccccc3s2)cc1	13	46	5	0.4	20	-12	-2	-2	-1
COCCn1c(C)cc2c(c1=O)C(c1ccccc1F)C(C#N)=C(N)O2 (stereo not given)	-13	-2	4	-1.2	-12	-13	-1	10	1
O=C(NC(=S)N1CCN(c2ccccc2)CC1)c1ccc(S(=O)(=O)N2CCOCC2)cc1	-6	51	-1	1.4	-5	-5	/	5	-1
O=C(c1ccc(S(=O)(=O)N2CCOCC2)cc1)N1CCN(c2cccc(Cl)c2)CC1	-13	15	8	1.4	13	-1	1	-3	5
COc1ccc(CN2CC(C(=O)NCCc3ccc(C)cc3)CC2=O)cc1 (stereo not given)	-9	4	5	-0.3	-4	7	1	2	-1
S=c1[nH]nc(Cc2ccccc2)n1-c1ccccc1	-11	18	2	0.3	-6	7	-2	-9	1
CCCN(/C=N/c1sc2c(c1C#N)CCCCC2)CCC	-22	8	0	0.3	-2	-8	8	-9	-1
CN1CCN(C(=O)c2ccc(CSc3ccc(Cl)cc3)cc2)CC1	-3	41	3	0.1	-3	-11	-2	-24	-4
Cc1cc2nc(C)n(CCCNC(=O)Nc3cccc4ccccc34)c2cc1C	4	75*	8	-0.1	4	17	4	-14	3
CCOc1ccc(C(=O)Nc2ccccc2N2CCCC2)cc1	-8	10	0	0.1	-31	-4	2	-20	-2
